Screens: PubChem, Sanford-Burnham Center for Chemical Genomics
NLRP3 yeast inh: inhibitors of NALP3 inflammasome in yeast; Yeast reconstituted NLRP3/ASC/caspase-1, beta-gal luminescence, 24 h; inhibition, % at 10 µM; hit rate 0.39% among 330,000;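 active means inhibition of 50% or more; inactive means inhibition below 50%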;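 further: plate controls were induced DMSO wells for no effect and uninduced yeast grown without galactose for full effect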
Apaf1 inhib: blocks human Apaf-1 apoptosome activity; O14727; reconstituted apoptosome caspase-3 activity, DEVD-Rh110 fluorescence; inhibition, % at 20 µM; hit rate 0.71% among 330,000; AID 489030; active means inhibition of at least 40% at 20 µM;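 further: plate controls were DMSO wells for no effect and DEVD-CHO caspase inhibitor wells for full effect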
Target sequence (O14727 whole entry, looked up): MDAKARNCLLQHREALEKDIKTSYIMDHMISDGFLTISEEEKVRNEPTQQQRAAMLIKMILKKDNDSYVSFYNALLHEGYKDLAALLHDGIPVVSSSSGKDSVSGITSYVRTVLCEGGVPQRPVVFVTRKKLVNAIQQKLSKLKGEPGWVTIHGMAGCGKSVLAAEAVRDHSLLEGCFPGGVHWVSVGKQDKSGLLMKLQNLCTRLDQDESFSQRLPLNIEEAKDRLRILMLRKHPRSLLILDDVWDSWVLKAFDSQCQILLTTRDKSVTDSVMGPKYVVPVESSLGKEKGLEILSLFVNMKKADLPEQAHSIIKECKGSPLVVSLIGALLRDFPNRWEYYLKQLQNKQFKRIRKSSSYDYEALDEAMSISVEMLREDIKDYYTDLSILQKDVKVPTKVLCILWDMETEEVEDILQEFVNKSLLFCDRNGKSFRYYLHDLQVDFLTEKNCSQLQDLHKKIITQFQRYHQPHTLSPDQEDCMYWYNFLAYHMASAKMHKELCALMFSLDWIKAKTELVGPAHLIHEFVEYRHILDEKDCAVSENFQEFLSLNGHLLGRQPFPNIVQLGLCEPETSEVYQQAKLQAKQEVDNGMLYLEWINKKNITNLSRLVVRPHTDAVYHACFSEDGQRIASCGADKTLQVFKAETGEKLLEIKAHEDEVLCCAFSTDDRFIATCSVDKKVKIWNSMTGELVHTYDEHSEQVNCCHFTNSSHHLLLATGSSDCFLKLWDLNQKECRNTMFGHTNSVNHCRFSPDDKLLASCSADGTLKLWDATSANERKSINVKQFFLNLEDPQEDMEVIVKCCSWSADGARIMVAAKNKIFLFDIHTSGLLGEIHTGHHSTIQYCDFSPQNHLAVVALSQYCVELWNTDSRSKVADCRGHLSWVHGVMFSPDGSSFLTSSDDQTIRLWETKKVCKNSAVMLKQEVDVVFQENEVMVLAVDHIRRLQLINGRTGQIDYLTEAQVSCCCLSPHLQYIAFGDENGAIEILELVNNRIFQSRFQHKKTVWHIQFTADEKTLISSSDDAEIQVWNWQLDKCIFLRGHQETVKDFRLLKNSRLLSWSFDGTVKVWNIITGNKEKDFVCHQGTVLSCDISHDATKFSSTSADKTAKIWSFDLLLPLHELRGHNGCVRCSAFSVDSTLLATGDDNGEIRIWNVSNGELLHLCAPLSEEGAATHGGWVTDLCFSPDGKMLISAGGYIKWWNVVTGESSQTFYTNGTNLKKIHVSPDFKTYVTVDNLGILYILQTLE
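Medium: Hepes buffer, pH 7.5 / System: biochemical Apaf-1 apoptosome reconstitution / Measured by: Rh110 fluorescence, excitation 480 nm, emission 540 nm / Times: compound with Apaf-1, dATP, procaspase-3 30 min, then 50 min reaction, room temperature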
SENP1 FRET inh: inhibitors of human SENP1 SUMO protease catalytic domain; Q9P0U3; recombinant SENP1 catalytic domain, CyPet-SUMO1-YPet FRET cleavage; inhibition, % at 10 µM; hit rate 0.21% among 360,000;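 active means inhibition at least 30% at 10 µM, raw YFP signal under a set limit, fluorescence ratio 0.5 to 1.5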;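 further: 0% = enzyme with DMSO and 100% = no enzyme wells; some results filed as inactive read as strong as hits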
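Controls: no-enzyme wells low, DMSO-plus-enzyme wells high control. Test system: human recombinant His6-tagged SENP1 catalytic domain enzyme. Reagent: SFCypet-SUMO1-SFYpet FRET protein substrate, 25 nM final. Doses: one dose per compound, 10 µM, 0.5% DMSO. Detection: FRET, CFP and YFP emission. Timing: 50 min reaction at room temperature.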
SENP6 block: inhibitors of human SENP6 protease; Q9GZR1; Recombinant SENP6 catalytic domain, aminoluciferin luminescence; inhibition, % at 10 µM; hit rate 1.8% among 330,000; AID 2599;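 active means inhibition above about 50% at the single tested dose, limit read from the data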;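 further: plate controls were DMSO wells with enzyme for no effect and DMSO wells lacking enzyme for full effect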
SENP8 block-1: inhibitors of human SENP8 protease | purified SENP8, Z-RLRGG-aminoluciferin cleavage, luminescence | inhibition, % at 10 µM | hit rate 1.2% among 330,000 | AID 2540; in the data active means inhibition above about 50%
SENP7 block: SENP7 protease inhibition | Q9BQF6 | recombinant SENP7, Z-RLRGG-aminoluciferin luminescence, 40 min | inhibition, % at 5 µM | hit rate 1.5% among 330,000 | AID 434973;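 active means inhibition above about 50% at the single test dose, limit read from the data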;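 further: plate controls were DMSO with enzyme for no effect and no enzyme buffer wells for full effect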
SENP8 block-2: inhibitors of human SENP8 protease; recombinant SENP8, Nedd8 substrate fluorescence; AID 602440; hit rate 0.64% among 360,000; inhibition, % at 20 µM; in the data active means inhibition mostly above about 40%, no sharp cut-off; inactive means mostly below about 27%
PfGluPho inh: PfG6PD (Plasmodium falciparum) enzyme inhibition | PfGluPho enzyme, NADPH resazurin-diaphorase fluorescence | inhibition, % at 20 µM | hit rate 0.78% among 350,000 | AID 504690;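 active means inhibition reaching at least a set limit at 20 µM in the primary screen, cut at about 59% in these data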;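 further: 0% = DMSO wells with substrate and 100% = DMSO wells lacking glucose-6-phosphate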
HKDC1 inh: HKDC1 (human) hexokinase inhibition; hit rate 0.16% among 340,000; recombinant HKDC1, G6PDH/diaphorase resazurin coupled fluorescence; inhibition, % at 20 µM; Q2TB90;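 active means inhibition above about 35% when tested at 20 µM, limit read from the data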;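 further: plate controls were DMSO wells with enzyme for no effect and DMSO wells lacking enzyme for full effect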
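Test system: HK5 enzyme. Quantity: 5 µg/mL HK5 final. Reagent: glucose and ATP substrates. Schedule: 90 min reaction incubation at room temperature, dark. Technique: resazurin-to-resorufin fluorescence via G6PDH and diaphorase coupling, 525/613 nm. Control set: DMSO wells with and without enzyme mix.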
* marks the source's active call; other numbers are inactive results; . = not tested or not shown.

SMILES	NLRP3 yeast inh	Apaf1 inhib	SENP1 FRET inh	SENP6 block	SENP8 block-1	SENP7 block	SENP8 block-2	PfGluPho inh	HKDC1 inh
O=C(CCS(=O)(=O)c1cccs1)N1CCCC1	14	-2	-2	-4	-5	3	16	14	1
CN1CCCN(C(=O)c2cc(=O)[nH]c3ccccc23)c2nc3ccccc3nc21	0	7	-46	7	6	5	-54	5	-6
CCOC(=O)N1CCN(C(=O)c2ccc(OC)cc2)CC1	-4	-1	1	-6	-7	-4	21	-8	-9
O=C(CCN1CCN(C/C=C/c2ccccc2)CC1)Nc1ccccc1	26	13	4	-11	-2	-10	20	1	2
Cc1cc(C)c(S(=O)(=O)Nc2cccc(C(=O)O)c2)cc1S(=O)(=O)Nc1cccc(C(=O)O)c1	11	15	-1	6	-1	-5	12	-4	-3
Cc1csc(NC(=O)CSC2=NS(=O)(=O)c3cc(F)ccc3N2)n1	4	0	5	-2	-8	-12	5	-29	3
COc1cc2oc3ccc(C#Cc4ccccn4)cc3c(=O)c2cc1OC	25	16	-5	-5	4	14	-498	21	6
Cc1ccc2nc(/C(C#N)=C\c3cc(C)n(-c4cccc([N+](=O)[O-])c4)c3C)[nH]c2c1	7	3	-27	-2	4	7	10	-3	7
CCOc1cc(S(=O)(=O)N(Cc2ccccc2)Cc2ccccc2)c(OCC)cc1-n1cnnn1	.	.	1	.	.	.	-150	16	-4
COc1ccc(-n2c(Cc3cccn3C)nnc2SCC(=O)Nc2ccccc2F)cc1	-5	11	-4	-10	-6	10	2	6	1
O=S(=O)(c1ccc2c(c1)OCCO2)N1CCN(S(=O)(=O)c2ccco2)CC1	-2	16	3	19	4	3	12	-4	-1
Cc1ccc(S(=O)(=O)NC(=O)c2cc(C)n(C3CC3)c2C)cc1	5	-15	1	-6	-3	0	16	-6	-5
CC(=O)NC(CCS(C)(=O)=O)C(=O)Nc1ccccc1Cl (stereo not given)	7	-7	1	0	-4	-5	27	-21	3
COc1cc(NS(=O)(=O)c2ccc(Cl)cc2)c(C(=O)O)cc1OC	-3	4	1	11	-4	1	-5	27	-4
CCOC(=O)C1CCN(c2c(-c3ccccc3)c3cc(Cl)ccc3[nH]c2=O)CC1	9	23	-7	-9	-1	6	-140	3	-1
O=C(C[n+]1cccc(/C=N/O)c1)N1CCCc2ccccc21	25	4	-1	11	1	9	0	5	2
COc1ccccc1CC(NC(C)=O)C(=O)NC1CCN(C(=O)c2ccc(C)cc2)CC1 (stereo not given)	2	-9	2	-23	5	2	-2	2	-8
CCOc1ccc(/C(O)=C2/C(=O)C(=O)N(Cc3cccnc3)C2c2ccc(N(C)C)cc2)c(C)c1 (stereo not given)	-2	-13	-20	-3	-1	-5	5	-28	1
Cc1ccc(CNS(=O)(=O)c2ccc(-c3cnc(C4CC4)o3)cc2)cc1	17	15	0	-7	-13	-8	-33	6	-4
c1ccc(C2C/C(=N\N3CCOCC3)c3ccccc3O2)cc1 (stereo not given)	-27	16	1	-9	-7	-5	7	-1	-6
COc1ccc(OC)c(N2CC(O)(c3cccs3)[N+]3=C2SCCC3)c1 (stereo not given)	-11	0	1	21	3	7	0	-11	-4
COC(=O)C(O)(CC(=O)Nc1ccccc1OC)C(F)(F)F (stereo not given)	-6	-2	0	5	-5	-1	15	-4	-9
CCOCCCN1CN(Cc2ccco2)CNC1=S	6	2	2	-7	-1	7	-5	-1	4
COc1ccccc1CNC(=O)COC(=O)CC1CC2CCC1C2 (stereo not given)	16	5	2	-9	-1	7	-12	5	0
CCOc1ccc(-c2nc(C#N)c(N3CCN(Cc4ccccc4)CC3)o2)cc1	19	26	1	-19	-10	-8	-370	4	0

Reformatted with each value named: entries from further up
O=C(CCN1CCN(C/C=C/c2ccccc2)CC1)Nc1ccccc1
  NLRP3 yeast inh: 26 | Apaf1 inhib: 13 | SENP1 FRET inh: 4 | SENP6 block: -11 | SENP8 block-1: -2 | SENP7 block: -10 | SENP8 block-2: 20 | PfGluPho inh: 1 | HKDC1 inh: 2
Cc1ccc2nc(/C(C#N)=C\c3cc(C)n(-c4cccc([N+](=O)[O-])c4)c3C)[nH]c2c1
  NLRP3 yeast inh: 7 | Apaf1 inhib: 3 | SENP1 FRET inh: -27 | SENP6 block: -2 | SENP8 block-1: 4 | SENP7 block: 7 | SENP8 block-2: 10 | PfGluPho inh: -3 | HKDC1 inh: 7
O=C(C[n+]1cccc(/C=N/O)c1)N1CCCc2ccccc21
  NLRP3 yeast inh: 25 | Apaf1 inhib: 4 | SENP1 FRET inh: -1 | SENP6 block: 11 | SENP8 block-1: 1 | SENP7 block: 9 | SENP8 block-2: 0 | PfGluPho inh: 5 | HKDC1 inh: 2

Carrying on:
SMILES	NLRP3 yeast inh	Apaf1 inhib	SENP1 FRET inh	SENP6 block	SENP8 block-1	SENP7 block	SENP8 block-2	PfGluPho inh	HKDC1 inh
CCN(CC)c1ccc(S(=O)(=O)N2CCOCC2)cc1NC(=O)CSc1cccc[n+]1[O-]	.	.	4	.	.	.	21	8	11
COCCNC(=O)c1ccccc1NC(=O)C1COc2ccccc2O1 (stereo not given)	13	2	-3	-3	2	8	7	-3	3
CC1CCC(NC(=O)CCn2ccc3cc(S(=O)(=O)N4CCCC4)ccc32)CC1 (stereo not given)	-1	4	1	-17	-5	-13	8	-1	-6
Cc1cc(NC(=O)COC(=O)c2c(C)c(C)c(C)c(C)c2C)no1	26	-5	-2	-6	3	-3	-6	12	-1
Cc1cc(-c2ccccc2)nc(SCC(=O)c2cccc([N+](=O)[O-])c2)n1	26	9	2	-7	2	2	11	-4	10
N/C(Cc1ccccc1Sc1ccccc1)=N\O	-35	-14	2	-4	-2	6	3	3	-9
O=[N+]([O-])c1ccc(N/N=C/c2ccccc2)cc1	3	21	-34	1	-10	-1	-52	41	-1
[N-]=[N+]=NC[C@H](Cc1ccccc1)N1CC[C@@H](OCc2ccccc2)CCC1=O	6	-1	-3	-4	-13	15	-7	-4	-4
Cc1ccc(NC(=O)c2ccc(S(=O)(=O)C(F)F)cc2)c(C)c1	15	-1	-1	-6	1	-1	20	14	-12
COc1ccc(NS(=O)(=O)c2cccc(C(=O)NCCc3ccc(S(N)(=O)=O)cc3)c2)cc1	2	-12	1	-3	-5	-7	5	-5	-3
CC(Oc1ccc(Cl)cc1)C(=O)Nc1ccc(S(=O)(=O)Nc2nccs2)cc1 (stereo not given)	22	5	1	-3	3	-3	2	-26	-5
O=C(C=Cc1ccccc1O)c1ccccc1O	.	.	4	.	.	.	18	14	22
CCc1ccc(-n2c(SCC(=O)N3CCC(C(=O)O)CC3)nnc2-c2ccncc2)cc1	6	-31	-1	8	-1	5	16	-1	-2
CC(C)(C)CC(=O)Nc1cc2c3c(c1)CCC(=O)N3CCC2	-4	8	-2	-4	1	4	11	5	-6
C/C(=N\NC(=O)c1cc(C)nc2ccc(C)cc12)c1ccncc1	18	-9	1	-4	5	1	-5	0	-4
COc1ccc(NC(=S)N(CCCN2CCOCC2)Cc2cn(C)c3ccccc23)cc1	-2	2	0	-3	-6	-6	-4	15	-11
Clc1ccc(/C=N/NC(=Nc2ccccc2)c2ccccn2)c(Cl)c1	20	9	2	-18	-13	-5	30	-4	2
CC(C)CCNC(=O)c1cc(S(=O)(=O)N2CCc3ccccc32)cn1C	-11	-17	2	18	7	-3	10	10	1
Cc1ccc(S(=O)(=O)Nc2cc(C(=O)Nc3cc(C)cc(C)c3)ccc2Cl)cc1	8	11	0	5	-1	-1	-7	-34	3
COc1ccccc1N1CCN(/N=C/C=C\c2ccccc2[N+](=O)[O-])CC1	31	24	0	-13	-6	-2	20	15	-5
CCCc1cc(=O)oc2c3c(cc(OCC(=O)NCc4ccncc4)c12)OC(C)(C)CC3	9	11	1	-3	-5	4	-204	17	3
CCOc1ccc(NC(=O)c2ccc3c(c2)N(Cc2ccc(F)cc2)C(=O)CS3=O)cc1 (stereo not given)	7	4	0	-10	-4	6	14	21	-2
Cc1cccc(N2C(=O)N3[C@@H]4c5ccccc5OC[C@@H]4[C@@H](c4ccccc4)[C@@]3(C)C2=O)c1	11	13	-1	-19	-10	9	29	2	0
Cc1ccc(C)c(-c2cc(C(=O)NCc3cccs3)c3ccccc3n2)c1	14	18	1	-6	-6	-6	5	20	-1
Cn1c(C(=O)N[C@@H](Cc2ccccc2)C(=O)NCCC(=O)O)cc2cc(Cl)ccc21	-2	-2	16	-6	1	-3	-2	-10	-2
(next part)
SMILES	NLRP3 yeast inh	Apaf1 inhib	SENP1 FRET inh	SENP6 block	SENP8 block-1	SENP7 block	SENP8 block-2	PfGluPho inh	HKDC1 inh
C=C(C)C(=O)Nc1cccc(C2=NOC3(C2)C[C@H](C(N)=O)N(C(=O)CC#N)C3)c1 (stereo not given in full)	11	-166	.	9	-4	2	.	-7	16
O=C(N=C1c2ccccc2CN1c1ccccc1)c1cccc([N+](=O)[O-])c1	-12	1	1	32	8	7	-6	6	-5
C[C@H](CO)N1C[C@H](C)[C@@H](CN(C)Cc2ccc(Cl)c(Cl)c2)Oc2c(NC(=O)c3ccncc3)cccc2C1=O	13	15	-1	0	-7	3	-5	6	1
Cc1cccc(N2CC(c3nc4ccccc4[nH]3)CC2=O)c1 (stereo not given)	16	8	0	-1	-1	-10	9	18	-8
CCCc1nc(Nc2nc3ccccc3o2)nc(C)c1C(=O)OCC	15	0	-2	14	-7	6	-6	-6	-7
Cc1c(CC(=O)N[C@@H](C)C(=O)O)c(=O)oc2cc3oc4c(c3cc12)CCCC4	2	4	-10	-3	1	1	-286	-9	1
CSc1ccccc1NC(=O)CN1c2ccccc2CC1C (stereo not given)	-2	9	-1	-10	-3	-7	23	-15	2
COc1ccc(NC2CCCN(C(=O)CCCn3cncn3)C2)cc1OC (stereo not given)	6	-6	-2	-2	7	7	24	29	23
O=C(CC1Oc2ccccc2NC1=O)NC1CC1 (stereo not given)	0	-1	5	4	-9	-12	8	.	.
Cc1cccc(C)c1NC(=O)COC(=O)Cc1ccsc1	-2	4	4	-2	-5	-9	8	-3	-9
COc1ccc(NC(=O)CCNS(=O)(=O)c2cc(Br)cnc2N)c(OC)c1	-4	-10	4	4	7	-1	-24	5	1
COCCNC(=O)CN1CCC(NC(=O)c2ccco2)CC1	3	2	0	4	-1	6	8	-12	-2
Cc1cc(C)n2nc(C(=O)N/N=C/c3ccccc3C)nc2n1	10	-1	3	-3	-8	-3	8	5	0
C[C@H](CO)N1C[C@H](C)[C@@H](CN(C)S(=O)(=O)c2ccccc2)Oc2ccc(NS(=O)(=O)c3cccs3)cc2C1=O	8	2	-2	8	4	-6	19	-1	-2
Cc1ccc(C(C(=O)NC2CCCC2)N(Cc2ccc3c(c2)OCO3)C(=O)c2snc(C(N)=O)c2N)cc1 (stereo not given)	-2	-16	-16	-2	-2	1	-386	4	-5
Cc1ccc(S(=O)(=O)Nc2c(O)ccc3ccccc23)cc1	20	8	3	11	7	0	-297	81*	38*
CCOc1ccccc1-c1nc(CN2CCN(C(=O)c3ccco3)CC2)c(C)o1	1	6	-5	-6	2	2	-7	-7	-4
Cc1ccc(CCNC(=O)C2CCCN(S(=O)(=O)c3c(C)noc3/C=C/N(C)C)C2)cc1 (stereo not given)	1	11	-2	-4	-2	-2	16	8	-2
